Insulin prom up = insulin promoter activators in MIN6 cells, imaging, high-content screening, mouse beta cells. z-score at 5 µM. MIN6 insulin promoter-GFP reporter; stronger effect = higher value. actives 0.3% (n = 190,000);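 active = z-score above 3 at 5 µM with at least 500 cells counted in the well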
WT yeast gro inh = growth inhibition of WT strain, primary screen, mitochondrial fusion inhibitor project, WT and mutant strains, chemical genetic; mitochondrial fusion phenotypic screen; inhibition, % at 10 µM; actives 2.1% (n = 190,000); in the data active = inhibition above about 58%; tested in S. cerevisiae
HEK293 NOD2/NF-kB = NOD2 signaling inhibitors, cell-based, luminescence, uHTS, HEK293 (AID 1566) | HEK293 NOD2/NF-kB luciferase reporter, luminescence; higher % means a stronger effect | inhibition, % at 4 µM; hits with a dose series show EC50 in µM | actives 0.63% (n = 290,000); in the data active = inhibition above about 50%; also: many of its hits are not listed in these tables
MT stabilizer = microtubule stabilizers in HeLa cells, primary screen, imaging, high-content imaging. HeLa tubulin immunostaining HCS, 24 h; share of cells brighter than vehicle mean+2SD. % tubulin-high responders, % at 10 µM. actives 0.83% (n = 200,000). AID 2205, 2009;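 active = plate Z-score above 3 for both tubulin-high and condensed-nucleus cell shares, with cell loss under 80%, at 10 µM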;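 also: anti alpha tubulin signal scored within the nucleus-defined area of each cell; some results filed as inactive read as strong as hits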
Autophagy HCS = autophagy modulators in MEF cells, primary screen, imaging, high-content, MEF GFP-LC3. MEF GFP-LC3 puncta imaging; test concentration mostly 10 µM. calls only at 10 µM (by protocol). actives 0.98% (n = 190,000). AID 463193, 2010;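 active = percentage of spot-positive cells more than 3 SD above its plate mean, without a fluorescence outlier flag or 80% toxicity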;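 also: spot-positive cell cutoff set from DMSO-treated cells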
Yfh1-off respiration = enhancers of respiration in Yfh1-depleted yeast, dose response, Friedreich's ataxia, plus single-dose screen (AID 1465) | S. cerevisiae Yfh1-off respiration, WST-1 reduction, 72 h; higher fold induction means a stronger effect | one-dose fold induction at 50 µM; EC50 in µM for titrated hits | actives 0.074% (n = 220,000);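 active = fold induction of absorbance versus untreated yeast above a set limit, then at least 30% activation at any dose in follow-up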;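 also: activators that raise dye reduction in frataxin-depleted yeast; strong numbers were not always called active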
Hep lipid drop = inhibitors of hepatocyte lipid droplet formation, primary screen, imaging, high-throughput imaging, BODIPY stain; AML12 mouse hepatocytes, oleate lipid droplets; inhibition, % at 6.5 µM; actives 0.4% (n = 240,000); AID 1656, 2009;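 active = lipid droplet intensity inhibited by at least 50%, with more than 500 cells counted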
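Material – mouse AML12 hepatocyte cell line, fixed after treatment · Compound dosing – one dose, 6.5 µM compound · Times – compound with oleate, overnight · Measured by – Image-based BODIPY and DAPI two-channel analysis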
b-catenin transl = modulators of beta-catenin nuclear translocation, primary screen, imaging, HeLa cells, immunofluorescence, high-content; actives 0.3% (n = 190,000); nuclear translocation activity, % at 5 µM;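 active = nuclear translocation activity above 50% at 5 µM, with a well cell count of 50 or more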;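 also: per-cell ratio of nuclear to cytoplasmic median beta-catenin stain intensity; plate controls were DMSO negative control for no effect and GSK-3 inhibitor IX positive control for full effect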
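Assay system: human HeLa cells, native beta-catenin; doses: 5 µM primary, 0.02–20 µM confirmation; incubation: compound treatment 24 h, 37°C, 5% CO2; technique: fluorescence imaging of beta-catenin antibody stain plus DAPI; measure: % activation, nuclear-to-cytoplasmic median beta-catenin signal ratio per cell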
Dynein transport = inhibitors of GR-EGFP nuclear translocation, primary screen, dynein cargo transport inhibitor project, imaging, high-content, 3617.4 mouse cells | test concentration mostly 20 µM; stimulated with dexamethasone, 1 µM; stronger effect = lower value | z-score, hits read low | actives 0.47% (n = 220,000);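 active = plate z-score of nuclear minus cytoplasmic receptor signal below a set negative limit, without overly bright fluorescence or cell loss, cut at about -3.5 in these data, passing the limit was not always enough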;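 also: z-score of nuclear minus cytoplasmic ring GR-EGFP intensity difference per well; some compounds called inactive have numbers as strong as hits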
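Also added: dexamethasone, 1.0 µM final. Medium: tet-free, stripped-serum medium. Detection: fixed, Hoechst-stained cells imaged at 10x for EGFP. Read-out: nuclear-to-cytoplasmic GR-EGFP distribution per well. Times: induction 48 h, compound 1 h, agonist 30 min.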
WT yeast gro inh mutant strain = recorded beside WT yeast gro inh, whose call it bears; inhibition, %; mitochondrial fusion phenotypic screen, mutant strain inhibition
Dynein transport cytoplasmic EGFP = further read-out of Dynein transport, marked with its call; z-score; measured here: cytoplasmic GR-EGFP intensity; stronger effect = higher value
Dynein transport nuclear GR-EGFP = second read-out of Dynein transport, no call of its own (marks repeat the call); z-score; measured here: nuclear GR-EGFP intensity;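 lower value marks the stronger effect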
Dynein transport cell count = second read-out of Dynein transport, no call of its own (marks repeat the call); z-score; measured here: cell count per field
Insulin prom up cell count = also measured in Insulin prom up; calls as there; cell count; measured here: cytotoxicity, nuclei count;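 total cells summed across four imaged fields per well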
Hep lipid drop cells 6.5 µM = recorded beside Hep lipid drop, whose call it bears; cell count; measured here: cell count, cytotoxicity flag;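 cells counted across two imaged fields per well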
b-catenin transl cell count 5 µM = also measured in b-catenin transl; calls as there; cell count; measured here: cell count, cytotoxicity flag
MT stabilizer Hoechst-high % = further read-out of MT stabilizer, marked with its call; % Hoechst-high responders; measured here: nuclear condensation Hoechst responders;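 share of cells brighter than vehicle mean plus two SD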
MT stabilizer cytotoxicity % = also measured in MT stabilizer; calls as there; toxicity, %; measured here: cytotoxicity by cell density;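 0% = mean cell density of plate MIN control wells and 100% = no cells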
Autophagy HCS cell loss 18 h = also measured in Autophagy HCS; calls as there; toxicity, %; measured here: cell loss, nuclei count;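 cell loss after 18 h compound exposure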
* hit, by the source's call; i = inactive; nt = no result given. These rows are one share of the data; rates above refer to the full screens.

Each structure is followed by: Dynein transport nuclear GR-EGFP	Dynein transport cell count	MT stabilizer Hoechst-high %	WT yeast gro inh	MT stabilizer cytotoxicity %	Insulin prom up	Dynein transport cytoplasmic EGFP	Yfh1-off respiration	WT yeast gro inh mutant strain	b-catenin transl cell count 5 µM	Dynein transport	b-catenin transl	Autophagy HCS cell loss 18 h	MT stabilizer	Hep lipid drop cells 6.5 µM	Insulin prom up cell count	Hep lipid drop	Autophagy HCS	HEK293 NOD2/NF-kB
- CCOC(=O)c1c(C)[nH]c(C(=O)CSc2nc3ccccc3o2)c1C
    1.6	-1.6	0.7	-7	70	0.34	0.23	i	9	nt	1.9	nt	1	2.9	715	1405	-13	i	10%
- COc1cc(/C=N/NC(=O)c2ccc(CSc3nncn3C)cc2)ccc1OCC(=O)N1CC(C)OC(C)C1 (stereo not drawn)
    -0.37	0.84	2.9	-19	11	1.9	-0.23	i	-5	1097	-0.47	-2.3	15	3.2	662	1428	-1	i	-7%
- Cc1ccsc1/C=N/NC(=O)CSCc1ccc(Cl)cc1
    0.77	0.3	0.7	15	8.4	-0.09	-0.21	i	-6	1105	0.26	2.0	-4	3.4	753	923	-13	i	0%
- O=C(c1ccc(COc2ccccc2Br)o1)N1N=C(C(F)F)CC1(O)C(F)F (stereo not drawn)
    -0.43	0.43	4.3	7	5.2	-0.34	-0.32	i	-3	526	-0.43	-0.1	2	3.0	730	1258	4	i	-22%
- COC(=O)c1cc(C(=O)OC)n(Cc2ccc(Br)cc2)n1
    -0.14	0.72	1.2	12	20	-1.1	-0.27	i	30	1142	-0.18	0.7	-6	0.8	747	952	-9	i	8%
- CC(NC(=O)Nc1ccc2c(c1)OCO2)C1CCCO1 (stereo not drawn)
    -0.59	1.5	2.7	-22	5.2	nt	-0.25	i	-1	nt	-0.73	nt	-4	3.4	717	nt	4	i	-24%
- CN(C(=O)C1CCOC1)c1nnc(-c2ccccn2)s1 (stereo not drawn)
    0.67	0.55	0.4	15	31	-1.2	-0.28	i	4	nt	1.1	nt	-1	2.7	716	1325	14	i	-21%
- CCOc1ccccc1C(=O)Nc1ccccc1C(N)=O
    1.3	-0.9	1.6	-3	7.2	0.2	-0.1	i	1	1128	2.4	-2.6	-1	3.9	769	1084	-3	i	10%
- COc1ccc(-c2noc(CCC(=O)NCCN(C)Cc3ccccc3)n2)cc1
    -0.13	0.27	2.0	-9	4.5	-0.27	-0.12	i	11	1211	-0.15	-3.5	2	1.7	742	1324	2	i	8%
- O=C(COc1ccc(Cl)cc1)N(Cc1ccccc1)c1nc(-c2ccccc2)cs1
    0.39	0.7	1.5	-1	5.1	0.08	-0.2	i	-8	993	0.019	-3.6	-25	2.2	nt	1572	nt	i	8%
- CCCNC(=O)CSc1nc(-c2cccs2)cc(C(F)(F)F)n1
    -0.3	-0.58	2.9	21	7.7	-0.43	-0.2	i	-3	1381	0.56	-0.1	-1	3.8	nt	1630	nt	i	20%
- CCC(=O)NCCCCNC(=O)CC
    0.39	-0.04	2.6	-19	1.7	0.2	-0.25	i	-12	nt	0.91	nt	-2	4.1	746	1314	-2	i	-7%
- Cc1ccsc1C1C(C(=O)O)c2ccccc2C(=O)N1C (stereo not drawn)
    -0.61	1.9	2.6	-12	5.5	0.29	-0.082	i	-9	1436	-1.4	-3.7	7	3.3	nt	1497	nt	i	-1%
- Nc1ccc2oc(-c3ccccc3Cl)cc(=O)c2c1O
    0.08	1.1	3.3	6	10	0	-0.28	i	0	nt	-0.63	nt	-64	5.0	nt	1259	nt	i	-56%
- CCOC(=O)c1nn(-c2ccccc2)c(=O)c2c(N)scc12
    0.8	-0.63	2.3	7	5.8	-0.65	-0.36	i	6	1053	0.81	-4.5	5	4.9	nt	1352	nt	i	9%
- O=C(O)c1ccc(N/N=C/c2ccc(C(F)(F)F)cc2)cc1
    -0.0046	-0.074	1.7	10	4.7	nt	-0.35	i	38	1045	-0.31	-1.3	0	1.5	646	nt	-21	i	-75%
- C=CCn1c(Cc2cccs2)nnc1SC/C=C/c1ccccc1
    0.26	0.042	0.9	5	7.1	0	-0.14	i	6	1092	-0.15	-3.4	8	1.9	768	900	-4	i	0%
- COC(=O)c1cccc(NC(=O)NC2CCCN2S(=O)(=O)c2ccc(Cl)cc2)c1 (stereo not drawn)
    0.48	-0.43	0.1	-15	65	0.83	-0.28	i	-7	nt	0.43	nt	3	1.6	735	1019	-13	i	-10%
- CC(C)(C)OC(=O)NCCCCCc1nnc(SCc2c(F)cccc2Cl)o1
    0.19	-0.024	nt	nt	nt	-0.63	-0.23	i	nt	1331	0.49	-0.9	nt	nt	752	1095	13	nt	-15%
- COc1cccc(/C=N/NC(=O)CCn2cnc3ccccc32)c1
    -0.37	0.54	nt	nt	nt	3.7*	-0.26	i	nt	1326	-0.24	-1.4	nt	nt	795	1115*	2	nt	5%
- COc1ccc(S(=O)(=O)N2CCCCCC2)cc1C(=O)OCC(=O)NC(N)=O
    0.79	-0.33	2.3	-5	9.2	-0.17	-0.2	i	-16	953	0.89	-3.7	nt	2.1	nt	1217	nt	nt	4%
- CCO/C(=C/c1sc2ccc(OC)cc2[n+]1CCCS(=O)(=O)[O-])CC
    0.14	0.29	1.3	2	7.0	nt	-0.0033	i	9	1161	-0.4	-2.7	-3	1.2	740	nt	12	i	24%
- Cc1ccc(NC(=S)Nc2cccc3cnccc23)cc1C
    -0.067	0.0073	1.5	59*	4.9	nt	-0.21	i	50*	1496	-0.14	0.9	-8	4.4	713	nt	3	i	34%
- O=C(NNS(=O)(=O)c1ccc(CCCl)cc1)C(O)(c1ccccc1)c1ccccc1
    -0.22	0.64	3.2	-6	11	nt	-0.27	i	-4	957	0.0031	0.2	-17	1.2	562	nt	-4	i	6%
- COc1ccc(NC(=O)C2=C(C)NC(=O)NC2c2cccs2)c(OC)c1 (stereo not drawn)
    -0.14	0.38	1.4	-28	5.7	0.07	-0.24	i	-24	1044	-0.96	0.9	-8	3.3	659	1399	0	i	20%

Molecules shown so far with an aryl thioether with sulfur outside any ring:
Each structure is followed by: Dynein transport nuclear GR-EGFP	Dynein transport cell count	MT stabilizer Hoechst-high %	WT yeast gro inh	MT stabilizer cytotoxicity %	Insulin prom up	Dynein transport cytoplasmic EGFP	Yfh1-off respiration	WT yeast gro inh mutant strain	b-catenin transl cell count 5 µM	Dynein transport	b-catenin transl	Autophagy HCS cell loss 18 h	MT stabilizer	Hep lipid drop cells 6.5 µM	Insulin prom up cell count	Hep lipid drop	Autophagy HCS	HEK293 NOD2/NF-kB
- CCOC(=O)c1c(C)[nH]c(C(=O)CSc2nc3ccccc3o2)c1C
    1.6	-1.6	0.7	-7	70	0.34	0.23	i	9	nt	1.9	nt	1	2.9	715	1405	-13	i	10%
- COc1cc(/C=N/NC(=O)c2ccc(CSc3nncn3C)cc2)ccc1OCC(=O)N1CC(C)OC(C)C1 (stereo not drawn)
    -0.37	0.84	2.9	-19	11	1.9	-0.23	i	-5	1097	-0.47	-2.3	15	3.2	662	1428	-1	i	-7%
- CCCNC(=O)CSc1nc(-c2cccs2)cc(C(F)(F)F)n1
    -0.3	-0.58	2.9	21	7.7	-0.43	-0.2	i	-3	1381	0.56	-0.1	-1	3.8	nt	1630	nt	i	20%
- C=CCn1c(Cc2cccs2)nnc1SC/C=C/c1ccccc1
    0.26	0.042	0.9	5	7.1	0	-0.14	i	6	1092	-0.15	-3.4	8	1.9	768	900	-4	i	0%
- CC(C)(C)OC(=O)NCCCCCc1nnc(SCc2c(F)cccc2Cl)o1
    0.19	-0.024	nt	nt	nt	-0.63	-0.23	i	nt	1331	0.49	-0.9	nt	nt	752	1095	13	nt	-15%
